Screens (PubChem BioAssay)
Peg3 prom inh = reduces Peg3 promoter-driven luciferase expression in HeLa; HeLa PEG-Prom luciferase reporter, luminescence, overnight; inhibition, % at 20 µM; 1.7% of 360,000 active;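 active = inhibition of at least 50% at 20 µM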
TWEAK Fn14 block = inhibitors of TWEAK-Fn14 interaction signaling; TWEAK-stimulated Fn14 reporter cells, luciferase luminescence, 8 h; inhibition, % at 10 µM; 2% of 360,000 active; in the data active = inhibition above about 50%
TRAIL sens C8 = caspase-8 TRAIL sensitization | 1% of 360,000 active | inhibition (viability loss, TRAIL sensitization), % at 10 µM | NB7+C8 cells + TRAIL, ATPlite viability luminescence;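 active = compounds causing at least 50% loss of cell viability in the single-dose screen, relative to plate controls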
KKLEB cytotox = reduces viability of KKLEB cystic fibrosis airway cells; KKLEB CF airway cells viability, ATPlite luminescence, overnight; hits give low values; cells stimulated with P. aeruginosa culture filtrate; activity change (cytotoxicity), % at 5 µM; 0.36% of 360,000 active; AID 602141;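 active = corrected activity change at or below -50% at 5 µM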
CF NFkB inh = cystic fibrosis NF-kB activation inhibition; 0.86% of 360,000 active; KKLEB NF-kB-GFP reporter, PAF-induced, GFP fluorescence overnight; inhibition, % at 5 µM;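 active = at least 50% inhibition at 5 µM, scaled per plate between neutral and stimulator controls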;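 note: PAF is a Pseudomonas aeruginosa culture filtrate used as stimulus; plate controls were PAF-stimulated DMSO wells for no effect and unstimulated DMSO wells for full effect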
NR2E3 ag-1 = agonists of human nuclear receptor NR2E3; inhibition of corepressor binding, % at 4.78 µM; AID 2300; 0.12% of 320,000 active; GST-NR2E3/biotin-RetCOR TR-FRET, 1536-well; Q9Y5X4;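 active = percent inhibition above the cutoff of mean plus 3 SD of all tested compounds, set per screening campaign, cut at about 20% in these data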;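 note: 0% = DMSO wells and 100% = biotin wells as full block of FRET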
Target sequence (Q9Y5X4 whole entry, looked up): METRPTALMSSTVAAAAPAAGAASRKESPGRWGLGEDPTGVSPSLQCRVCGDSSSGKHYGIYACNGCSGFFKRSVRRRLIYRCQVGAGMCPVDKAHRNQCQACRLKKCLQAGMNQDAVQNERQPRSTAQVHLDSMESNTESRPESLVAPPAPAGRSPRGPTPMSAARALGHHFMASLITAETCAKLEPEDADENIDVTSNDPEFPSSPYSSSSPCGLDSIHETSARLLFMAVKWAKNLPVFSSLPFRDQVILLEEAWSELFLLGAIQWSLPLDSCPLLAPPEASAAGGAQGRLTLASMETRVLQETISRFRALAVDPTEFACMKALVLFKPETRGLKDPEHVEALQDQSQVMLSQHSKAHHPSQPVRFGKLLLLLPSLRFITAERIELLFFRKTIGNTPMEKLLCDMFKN
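System: GST-tagged NR2E3 plus biotinylated RetCOR corepressor; Buffer or medium: pH 7.5 Tris-based buffer; Probe or stimulus: RetCOR corepressor, biotinylated, 7 nM; Doses: compound at 4.8 µM, single dose; Schedule: 5 h incubation at 4 °C; Technique: time-resolved FRET; Evaluation: percent inhibition of TR-FRET ratio; Replication: one well per compound, singlicate testing.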
HIF-2a block = inhibitors of HIF-2a. 786-0 RCC cells HIF-2a reporter, luciferase luminescence, overnight. AID 624352. 0.72% of 360,000 active. inhibition, % at 18.8 µM;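 active = inhibition of the luminescence signal of 40% or more relative to plate controls, in a single-dose primary screen at 18.75 µM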
NR2E3 ag-2 = agonists of human NR2E3 nuclear receptor; Q9Y5X4; CHO-S Gal4-NCOR/VP16-NR2E3 two-hybrid, luciferase; inhibition of corepressor binding, % at 3.98 µM; 0.35% of 360,000 active; AID 602229;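 active = inhibition above the mean of all tested compounds plus 3 SD, cut at about 70% in these data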;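 note: 0% = DMSO with NR2E3 transfected cells and 100% = cells lacking NR2E3 construct; higher means lower luciferase signal from less NR2E3 corepressor binding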
Shn3 3UTR inh = Schnurri-3 reporter inhibition in Clone20 osteoblasts | 0.52% of 360,000 active | Clone20 osteoblast Shn3 3'UTR firefly luciferase, 24 h | inhibition, % at 12.5 µM;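 active = mean inhibition of at least 75% with every replicate also reaching 75%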;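 note: 0% = median of neutral control wells and 100% = pilot-screen positive control compound; some compounds past the cut are filed as inactive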
TRPM1 prom inh = reduces MITF-dependent TRPM1 promoter luciferase signal | SK-MEL-5 TRPM1 promoter luciferase, 24 h | inhibition, % at 12.5 µM | 0.83% of 330,000 active | AID 488899;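 active = mean inhibition across replicates of 60% or more, whatever share of single replicates reaches that level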; note: values of inactives mirror those of a sister screen read the other way
TROY NFkB inh = TROY signaling inhibition. Q293 LMP1-TROYcd NF-kB luciferase reporter, 4 h. 0.98% of 360,000 active. inhibition, % at 10 µM;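 active = compounds whose plate-normalised and pattern-corrected inhibition of the luciferase reporter signal at the single screening dose is 50% or more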
* hit, by the source's call; / = no result given; & = joins results of further samples.

Values run as follows: Peg3 prom inh	TWEAK Fn14 block	TRAIL sens C8	KKLEB cytotox	CF NFkB inh	NR2E3 ag-1	HIF-2a block	NR2E3 ag-2	Shn3 3UTR inh	TRPM1 prom inh	TROY NFkB inh
CCCCn1cc([N+](=O)[O-])nc1C
    -6	-7	10	-4	3	-3	19	6	-5	-13	-6
CSc1ccccc1OCc1cc(C(=O)N(C)Cc2nonc2C)no1
    -318	-19	2	-5	-2	-2	-224	-84	-43	-142	-78
CC(=O)c1c(C)[nH]c(C(=O)OCc2cc(-c3ccco3)on2)c1C
    -26	-16	13	18	-9	/	12	26	30	1	4
Cn1c(=O)c(/C=C/c2ccccc2)nc2ccccc21
    -270	-6	30	-2	-11	-1	-160	-135	-80	-38	-46
Nc1n[nH]c(=S)n1/N=C1/C(=O)Nc2ccccc21
    13	1	-4	4	8	/	3	-3	-26	18	-12
Oc1c(C(c2ccccc2)N2CCc3ccccc3C2)sc2ncnn12 (stereo not given)
    -1	6	-12	1	16	1	9	-33	8	/	1
COc1ccc(C2NCCCC2c2ccccc2)cc1 (stereo not given)
    4	4	-3	17	-21	/	1	-1	-24	15	8
Cc1ccc(NC2CCCN(C(=O)CN3C(=O)c4ccccc4C3=O)C2)cc1C (stereo not given)
    8	-13	1	0	4	3	10	-13	-3	18	0
COC(c1ccccc1)c1nnc(CCC(=O)NCCC(C)C)o1 (stereo not given)
    3	5	1	-7	-20	1	-14	-25	24	-2	-18
COC(=O)NC1(C(F)(F)F)NC(=O)N(C2CCCCC2)C1=O (stereo not given)
    11	7	-3	11	-2	-3	18	10	-2	-4	2
COc1ccccc1N1CCN(CC(=O)NC(=O)NCc2ccco2)CC1
    7	-5	-9	6	10	2	18	-8	-3	7	14
COCCCNC(=O)c1c(NC(=O)c2cccs2)sc2c1CCCC2
    -23	4	-26	-2	3	-1	-11	8	-14	-8	-22
COC(=O)c1cc(NC(=O)Cc2cccs2)cc(C(=O)OC)c1
    18	-8	-9	-3	-5	1	-1	-1	-3	7	-2
CC(NC(=O)Cc1cccc(C(F)(F)F)c1)c1ccc(F)cc1 (stereo not given)
    8	1	-17	-1	-16	-5	5	-7	5	-2	-3
CC1CC(O)C2C3(C)CCCC2(COC3=O)C12CCC1(CCOC1=O)O2 (stereo not given)
    -1	-1	1	1	7	/	-3	8	10	/	9
Cc1ccc(-c2ocnc2C(=O)Nc2ccccc2C(=O)N2CCCC2)cc1
    24	31	2	12	2	0	-22	-17	-3	9	0
O=C(CCn1nnc(-c2cccs2)n1)NC1CCCCC1
    2	-11	-7	-1	10	3	3	-6	-10	-15	-10
CC1CCN(S(=O)(=O)c2ccc(C(C)C)cc2)CC1
    4	-35	-2	10	10	7	7	26	19	-5	-6
CC1CCN(c2ccc([N+](=O)[O-])cc2C(=O)O)CC1
    -1	8	-8	9	-1	-1	13	-12	-1	8	0
CCCSc1ccc2nc(-c3ccccc3)cn2c1
    77*	97*	92*	-70*	-10	-3	69*	-97	53	79*	78*
CCOC(=O)c1sc(NC(=O)Cc2ccc(C)cc2)nc1C
    -3	7	-2	-8	8	4	-4	-9	10	-5	-9
O=c1[nH]cnc2c1cnn2Cc1ccccc1
    -6	3	1	-9	5	-1	1	8	-14	-15	0
COc1ccc(S(=O)(=O)NC(C)C(=O)Nc2ccc3c(c2)OCO3)cc1OC (stereo not given)
    3	-2	-15	-11	-12	7	-5	0	-8	-4	-6
CCC(CC)NC(=O)c1cc2c(C)nn(Cc3ccccc3Cl)c2s1
    43	74*	1	-2	9	2	1	21	18	-10	/
O=C(CNS(=O)(=O)c1cccs1)N1CCN(c2ccccc2F)CC1
    -60	13	3	-5	-5	1	-86	-12	-19	-42	-22
O=C(O)CSc1c(-c2ccccc2)[nH]c2ccccc12
    8	7	-6	-10	4	-1	1	17	-14	12	-5
CCOC(=O)c1ccc(NS(=O)(=O)CC)cc1
    -4	-6	-5	4	2	-4	0	-5	4	5	0
O=C(COc1ccc(C(F)(F)F)cc1[N+](=O)[O-])Nc1cccc(C(F)(F)F)c1
    -3	26	8	-3	1	0	1	11	12	-5	-9
Cc1cc(C(=O)CN2C(=O)c3ccccc3S2(=O)=O)c(C)n1-c1ccccc1
    93*	94*	63*	-9	8	3	86*	-28	61	81*	0
COc1ccc(NC(=O)N(Cc2ccc3c(c2)OCO3)C2CC(=O)N(c3ccc(OC)cc3)C2=O)cc1 (stereo not given)
    12	-4	-7	-4	0	-1	-1	-27	4	-11	-12

Three structures out of the list, sorted by heavy-atom count, highest first.
Values run as follows: Peg3 prom inh	TWEAK Fn14 block	TRAIL sens C8	KKLEB cytotox	CF NFkB inh	NR2E3 ag-1	HIF-2a block	NR2E3 ag-2	Shn3 3UTR inh	TRPM1 prom inh	TROY NFkB inh
Cc1cc(C(=O)CN2C(=O)c3ccccc3S2(=O)=O)c(C)n1-c1ccccc1
    93*	94*	63*	-9	8	3	86*	-28	61	81*	0
O=C(CNS(=O)(=O)c1cccs1)N1CCN(c2ccccc2F)CC1
    -60	13	3	-5	-5	1	-86	-12	-19	-42	-22
CCOC(=O)c1ccc(NS(=O)(=O)CC)cc1
    -4	-6	-5	4	2	-4	0	-5	4	5	0

New compounds follow.
Values run as follows: Peg3 prom inh	TWEAK Fn14 block	TRAIL sens C8	KKLEB cytotox	CF NFkB inh	NR2E3 ag-1	HIF-2a block	NR2E3 ag-2	Shn3 3UTR inh	TRPM1 prom inh	TROY NFkB inh
O=C(CS(=O)c1cccc(Cl)c1)Nc1ccccc1Cl (stereo not given)
    6	-5	-10	18	-1	1	0	-9	-4	-8	3
CC1CN(C(=S)Nc2cccc(Cl)c2Cl)CC(C)O1 (stereo not given)
    21	-6	-5	5	2	1	4	-33	17	-10	-7
O=C(CN1CCN(C(=O)c2ccco2)CC1)Nc1ccccc1
    -5	21	-10	4	-16	2	7	6	-4	-3	9
COc1cccc(NC(=O)C2CC(=O)N=C(N)S2)c1 (stereo not given)
    12	-2	0	-5	-2	-2	17	-12	1	-2	-9
O=C(CSc1ccc(F)cc1)Nc1ccccc1Br
    -74	2	14	4	-6	7	-81	-5	-2	-39	-38
Cc1ccc(-n2cc(CNCCN3CCOC3=O)c(-c3cccc(C)c3)n2)cc1
    -48	-26	5	4	-9	4	-42	14	-20	6	-40
O=C(CSc1nc(C2CC2)nc2ccccc12)N1CCCCC1
    21	18	7	-10	34	2	30	17	-22	8	4
CCC(CC)N1CCN(C(=O)c2cc(OC)c(OC)c(OC)c2)CC1
    9	12	-18	7	-2	1	20	-21	7	-7	-17
C=CCOC(=O)C1=C(C)NC(SCC(=O)NC(=O)OCC)=C(C#N)C1c1cccnc1 (stereo not given)
    0&0	-8&-15	0&1	12&-8	-15&4	6	-9&-2	-18&-33	-2&16	-1&-1	-7&9
O=C(CCS(=O)(=O)Cc1ccccc1)NCc1ccco1
    3	-13	-5	-4	10	3	-4	-25	-24	-3	0
CN1OC[C@@H]2CN(C(=O)C(C)(C)C)[C@H](c3cccc(Br)c3)C[C@@H]21
    -19	61*	-1	18	-28	/	-14	6	-12	-1	64*
COc1ccc(N2CC(C(=O)N3CCC(c4nc5ccccc5[nH]4)CC3)CC2=O)cc1 (stereo not given)
    1	0	10	6	-4	-3	5	7	-14	9	7
CC(=O)N1CC(C)Oc2ccc(S(=O)(=O)NC(CC(=O)O)c3ccccc3C)cc21 (stereo not given)
    16	-1	12	-2	7	-3	2	-5	-11	-3	-12
O=C(CCl)Oc1ccc2occ(C(=O)c3cccs3)c2c1
    -262	2	-18	14	-22	0	-217	-115	-62	-42	-32
CC(C)CC1C(=O)N(Cc2cn(CCC3OCCCO3)nn2)CCS(=O)(=O)N1Cc1ccc(-c2ccc(Cl)c(Cl)c2)cc1 (stereo not given)
    56*	39	32	-18	35	/	-32	1	19	/	35
CCC(=O)c1ccc(OCC(O)CN2CCCCC2)cc1 (stereo not given)
    36	22	4	-7	-14	2	12	31	5	-4	-8
CSc1nnc2ccc(-c3ccc(C)cc3)nn12
    -58	1	15	0	-8	-1	-97	27	1	-16	-41
NC(=O)COC(=O)CSc1ccc2ccccc2c1
    -5	13	-7	10	-12	3	32	21	0	-1	39
CCCCCCCCC(=O)NCCOc1ccc(OC)cc1
    0	12	0	6	7	2	9	-18	11	-6	21
Cc1ccccc1C1CCCN(Cc2nc(C3CC3)no2)C1 (stereo not given)
    0	7	4	3	10	3	12	-15	-8	1	9
CCOc1cc(CNCc2ccccn2)ccc1OCC(=O)NC1CCCCC1
    14	-14	1	-2	3	6	12	10	-7	7	-8
CCN(CCO)Cc1cc(=O)oc2cc3c(cc12)CCC3
    14	8	-23	6	-7	-2	1	-15	-6	7	17
O=C(CSc1cccc[n+]1[O-])NC1CCCCCCC1
    -10	1	-10	16	-7	-4	2	-37	-8	9	-24
CN(CCCNC(=O)CSc1cc(=O)n(C)c2cc(Cl)ccc12)Cc1ccccc1
    7	-4	1	-26	11	-4	13	-10	11	12	-6
CCn1c(COc2ccccc2OC)nnc1SCC(=O)NC1CCCC1
    -2	24	-16	0	3	9	3	-13	10	4	4
O=C(Cc1ccc(F)cc1)NCCS(=O)(=O)N1CCN(c2cccc(Cl)c2)CC1
    28	-7	11	0	-10	4	18	29	19	-2	10
CCCOc1ccc(Cn2c(O)cc(=O)[nH]c2=O)cc1
    11	-10	6	-8	-3	5	14	7	-17	-14	-1
CC1OC(Nc2ccc(N=Nc3ccccc3)cc2)C(O)C(O)C1O (stereo not given)
    -168	-21	1	12	-25	1	-151	-69	-55	-16	-40
O=C1CC(c2ccccc2)Cc2nc3nc(C(F)(F)F)nn3cc21 (stereo not given)
    8	12	-13	-4	-15	-1	5	-14	-10	14	-6
CCCCC(=O)NCc1ccc(F)cc1
    -7	-1	-2	-1	2	4	-4	-10	-4	5	-7
Fc1ccc(/C=N/NC(=S)Nc2ccc(Cl)cc2Cl)cc1
    10	-4	15	-21	2	4	-70	-36	-7	11	-16
CC(C)(C)Nc1nc(SCC(=O)Nc2ccccc2)nc(N2CCOCC2)n1
    26	18	-5	-12	30	3	27	-15	13	11	19
Cc1ccc(SCCN)cc1C
    -4	-2	-4	-2	5	0	6	2	-10	-3	3
O=c1nc2n(c3ccc([N+](=O)[O-])cc13)CCCCC2
    8	9	-16	-1	-3	-1	23	-15	-9	12	9
COc1ccc(-c2cc(=Nc3ccc(C)cc3)c3ccccc3o2)cc1
    19	8	18	0	-13	3	-33	-91	-6	-10	-54
COc1cc(C(=O)OCC(C)=O)c([N+](=O)[O-])cc1OC
    19	-15	-4	-4	7	-2	9	-37	4	0	9
CC(c1ccccc1)n1c(N2CCNCC2)nc2c1c(=O)[nH]c(=O)n2C (stereo not given)
    -5	-11	10	-14	6	/	21	-10	-5	1	8
Cc1ccc(S(=O)(=O)N(NC2=NS(=O)(=O)c3ccccc32)C(=O)c2ccccc2)cc1
    2	5	8	0	-2	-2	21	9	-1	-3	17

These rows are one share of the data, so the mix of outcomes need not match the whole.
